Screens as filed in PubChem BioAssay.
APP 5'UTR act: activators of APP 5'UTR luciferase reporter, primary screen, SH-SY5Y cells | SH-SY5Y APP 5'UTR luciferase reporter, luminescence; zero percent = DMSO vehicle wells | AID 1276, 2008 | 1% of 190,000 active | activation, % at 2 µM;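 active means activation above a set limit, based on mean plus 3 SD of controls, cut at about 140% in these data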; further: values of inactives mirror those of a sister screen read the other way
FLuc inh counter: firefly luciferase enzyme inhibitors, primary screen, artefact control for luciferase-based inhibitor screens, biochemical, luminescence, ATPLite; Luciferin 4-monooxygenase (Photinus pyralis), P08659; 10 min; inhibition, % at 10 µM; 1.5% of 200,000 active; AID 1006, 2008;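 active means inhibition above about 50% when tested at 10 µM, limit read from the data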
Target sequence (P08659 whole entry, looked up): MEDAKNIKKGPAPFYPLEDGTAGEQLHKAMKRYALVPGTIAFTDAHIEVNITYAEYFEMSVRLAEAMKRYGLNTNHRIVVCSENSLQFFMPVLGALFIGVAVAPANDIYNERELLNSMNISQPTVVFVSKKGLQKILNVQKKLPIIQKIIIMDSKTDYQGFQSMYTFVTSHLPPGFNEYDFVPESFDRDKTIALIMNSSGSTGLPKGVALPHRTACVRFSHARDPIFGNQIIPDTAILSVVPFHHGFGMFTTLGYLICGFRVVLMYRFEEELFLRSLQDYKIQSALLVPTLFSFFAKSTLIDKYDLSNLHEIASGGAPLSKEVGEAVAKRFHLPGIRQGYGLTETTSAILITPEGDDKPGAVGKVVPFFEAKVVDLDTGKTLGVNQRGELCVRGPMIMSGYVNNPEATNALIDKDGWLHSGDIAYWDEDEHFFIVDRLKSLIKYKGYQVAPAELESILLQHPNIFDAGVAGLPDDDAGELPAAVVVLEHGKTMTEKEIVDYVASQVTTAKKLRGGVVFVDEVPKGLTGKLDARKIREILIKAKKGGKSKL
RAM inhibit: inhibitors of the yeast RAM network, primary screen, dse1pr::URA3 reporter, 5-FOA selection; S. cerevisiae dse1pr::URA3 reporter, 5-FOA growth OD615, 2 d; analog-sensitive cbk1-as2 kinase mutant strain; 1.8% of 190,000 active; inhibition, % at 50 µM;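 active means inhibition above a set limit, 3 SD over mean compound inhibition, cut at about 8.4% in these data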;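 further: 0% = DMSO-only wells with no growth and 100% = 10 µM 1-NA-PP1 full growth; inhibition rescues growth on 5-FOA so higher OD means more RAM inhibition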
Hsp70 activator: Hsp70 transcriptional activators, primary screen, cell-based, HeLa, Hsp70 promoter luciferase, luminescence, 10 µM. HeLa Hsp70 promoter luciferase reporter; scaled: vehicle 0, proteasome-inhibitor control 100%. activation, % at 10 µM. 0.04% of 200,000 active;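 active means activation above the mean across all tested compounds plus 3 SD, cutoff set per campaign, cut at about 5.5% in these data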;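 further: 100% = MG132 at 30 µM as the positive control and 0% = DMSO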
STAT1 blocker: STAT1 signaling inhibitors, primary screen, cell-based, HTS, luciferase reporter; NIH 3T3 STAT1-luciferase reporter, IFN-gamma, luminescence; inhibition, % at 5.5 µM; 0.35% of 200,000 active; AID 920, 2007;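 active means inhibition above a set limit, the mean inhibition across all tested compounds plus 3 SD, cut at about 34% in these data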;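 further: 0% = IFN-gamma with DMSO and 100% = IFN-gamma with 300 µM nifuroxazide; values of inactives mirror those of a sister screen read the other way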
STAT1 act: STAT1 signaling activators, primary screen, cell-based, HTS, luciferase reporter; NIH 3T3 STAT1-luciferase reporter, IFN-gamma, luminescence; 100% = IFN-gamma alone, no compound; activation (% of control), % at 5.5 µM; 2.6% of 200,000 active; AID 932, 2007;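 active means activation above the screen-wide mean activation plus 3 SD, cut at about 130% in these data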;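 further: raw ratio to IFN-gamma control signal so 100% means no change and 0% no light; values of inactives mirror those of a sister screen read the other way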
NF-kB expr up: activators of NF-kB expression in neurons, primary screen, cell-based, HTS; human neuronal cells, NF-kB reporter expression; stronger effect = higher value; fold change at 12.5 µM; 1.6% of 190,000 active; in the data active means fold change above about 3.3
STAT3 inh: IL-6 driven STAT3 reporter inhibitors, primary screen, U3A cells, luciferase, luminescence, MLSCN library | IL-6 STAT3-luciferase reporter; host cell line lacks STAT1 | inhibition, % at 5.5 µM | 0.89% of 190,000 active | AID 862, 2007;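 active means inhibition above the mean inhibition across all screened compounds plus 3 SD, cut at about 44% in these data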;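 further: 0% = DMSO only wells and 100% = 100 µM nifuroxazide control wells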
STAT3 activator: IL-6 driven STAT3 reporter potentiators, primary screen, U3A cells, luciferase, luminescence, MLSCN library | IL-6 STAT3-luciferase reporter; 100% = signal with IL-6 EC80 alone | 0.91% of 190,000 active | AID 871, 2007 | activation (% of control), % at 5.6 µM;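 active means activation above the screen-wide mean of compound activation plus 3 SD, cut at about 130% in these data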;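 further: 0% = background luminescence of wells with medium and substrate only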
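System – human U3A cells carrying STAT3-luciferase construct · Probe or stimulus – Interleukin-6, 33 ng/mL · Schedule – compound 1 h, then IL-6 6 h at 37 °C · Signal – luminescence from STAT3-driven luciferase reporter · Evaluation – percent of IL-6-only median luminescence · Benchmarks – IL-6-only high control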
APP transl inh: inhibitors of APP translation via 5'UTR reporter, primary screen, APP 5'UTR luciferase, SH-SY5Y cells. 0.82% of 190,000 active. AID 1285, 2008. inhibition, % at 2 µM. SH-SY5Y APP 5'UTR-luciferase reporter, luminescence;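 active means inhibition above a set limit, derived from the sample mean plus 3 SD, cut at about 45% in these data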; further: values of inactives mirror those of a sister screen read the other way
* hit, by the source's call; · = not tested or not shown.

SMILES	APP 5'UTR act	FLuc inh counter	RAM inhibit	Hsp70 activator	STAT1 blocker	STAT1 act	NF-kB expr up	STAT3 inh	STAT3 activator	APP transl inh
CC(C)CC(N=Cc1c(O)c2ccccc2oc1=O)C(=O)O (stereo not drawn)	11	0	0.7	-0.1	25	77	0.98	8	97	-11
CC(=O)Nc1nc2c(c3c1c(=O)oc1ccccc13)CCCCC2	6	-9	-1.5	-0.2	0	100	1.1	-11	108	-6
CC(C)NC(=O)CSc1ccccc1C(=O)NCc1ccc2c(c1)OCO2	-7	-8	0.9	0.0	1	99	1.2	-3	106	7
FC(F)Oc1ccc(-c2csc(=Nc3cccnc3)n2CC2CCCO2)cc1 (stereo not drawn)	-6	-2	0.5	-0.3	2	101	0.73	5	94	6
CCCCSCCCNC(=O)Nc1ccc(CC)cc1	8	-9	0.2	-0.3	-1	99	1.2	-3	111	-8
Cc1cccc(N2CCN(S(=O)(=O)c3cccc4nonc34)CC2)c1C	11	-9	3.0	-0.3	-5	104	1	0	99	-11
COc1ccc(N2CCN(C(c3cccs3)C(C)NS(C)(=O)=O)CC2)cc1 (stereo not drawn)	18	-2	1.1	-0.4	2	98	1	9	96	-18
COc1ccc(-c2nn(-c3ccccc3)cc2C(=O)N/N=C/c2ccc([N+](=O)[O-])o2)cc1	-9	-1	5.1	-0.2	-3	102	1.4	-3	109	9
Cc1c(NC(=O)C(C)Sc2nc3ccccc3c(=O)n2CCO)c(=O)n(-c2ccccc2)n1C (stereo not drawn)	8	-4	1.6	0.1	-6	106	1	16	94	-8
Cc1cccc(C)c1NC(=O)CSc1nnnn1C	6	-8	2.6	-0.3	-7	106	1.1	-3	106	-6
c1ccc(CCc2nc(-c3ccc(-n4cccc4)cc3)no2)cc1	-5	-5	2.0	-0.3	5	95	1.3	21	87	5
COC(=O)c1ccc(CSc2nnnn2Cc2ccccc2)cc1	15	2	2.7	0.1	7	97	0.82	3	99	-15
CC(C)(C)S(=O)(=O)c1ccc2nc3c(n2c1)CCCC3	0	-8	-1.1	0.2	0	100	0.92	-6	111	0
CCS(=O)(=O)CCn1c([N+](=O)[O-])cnc1C	7	-6	1.5	-0.1	-10	109	1.2	-6	107	-7
COc1ccc(NC(=O)Cc2c(F)cccc2Cl)c(OC)c1	-4	-5	1.9	-0.5	-4	103	1.1	11	92	4
O=C(/C=C/c1cccc([N+](=O)[O-])c1)N1CCN(C(=O)c2ccco2)CC1	-2	-1	-0.3	-0.4	2	97	1.2	7	95	2
CC(C)c1cc(C(=O)N/N=C/C=C/c2ccccc2)n[nH]1	0	0	1.3	-0.3	-5	105	1.1	20	85	0
CC(C)n1c(SCc2ccccc2F)nc2c1c(=O)n(C)c(=O)n2C	·	-5	1.1	-0.1	15	86	0.46	13	97	·
Cn1c(Cn2nnc3ccccc32)nnc1SCC(N)=O	0	0	0.0	-0.1	10	91	0.91	10	94	0
CCc1ccccc1NC(=O)CN(c1ccc(OC)cc1OC)S(=O)(=O)c1ccccc1[N+](=O)[O-]	-15	-11	4.6	-0.6	21	79	0.98	11	94	15
CC(C)CCNC(=O)c1sc2ccc(S(=O)(=O)N3CCCCC3)cc2c1N	7	5	5.5	-0.4	5	96	0.65	-2	98	-7
Cc1ccc(N2C(=O)CS(=O)C(c3ccccc3)C2=O)cc1C (stereo not drawn)	57	-4	0.1	-0.1	-5	104	1.9	0	109	-57
Cc1nc2ccccn2c1C(=O)CSc1ccccc1Cl	-1	-5	-0.2	-0.2	3	98	0.59	17	88	1
Cn1ncc(Cl)c(Oc2ccc(C(C)(C)C)cc2)c1=O	·	1	0.8	-0.2	-7	106	0.93	1	100	·
Cc1nc2ncnn2c(C)c1CCC(=O)Nc1csc(N)n1	2	0	1.7	-0.2	2	98	0.52	4	102	-2
Cc1cccc(Cn2cnc3c(nnn3Cc3ccc(Cl)cc3)c2=O)c1	12	-7	0.7	-0.2	-1	100	0.95	7	96	-12
OCCN=C(c1ccccc1)C12CN3CN(CN(C3)C1)C2	-11	-2	0.9	-0.2	-5	105	0.94	4	99	11
CSCCC(NC(=O)c1ccoc1C)C(=O)O (stereo not drawn)	·	-6	2.0	-0.5	-1	101	0.84	5	94	·
COc1cccc(C2=N/C(=C\N(C)C)C(=O)O2)c1	-3	2	1.2	-0.3	-25	123	2.2	19	88	3
C=CCNC(=S)N/N=C/c1ccc(-c2ccc(OC)cc2)o1	25	4	2.3	-0.1	3	97	1.1	14	95	-25

Compounds listed so far containing fluorine, in the order listed:
SMILES	APP 5'UTR act	FLuc inh counter	RAM inhibit	Hsp70 activator	STAT1 blocker	STAT1 act	NF-kB expr up	STAT3 inh	STAT3 activator	APP transl inh
FC(F)Oc1ccc(-c2csc(=Nc3cccnc3)n2CC2CCCO2)cc1 (stereo not drawn)	-6	-2	0.5	-0.3	2	101	0.73	5	94	6
COc1ccc(NC(=O)Cc2c(F)cccc2Cl)c(OC)c1	-4	-5	1.9	-0.5	-4	103	1.1	11	92	4
CC(C)n1c(SCc2ccccc2F)nc2c1c(=O)n(C)c(=O)n2C	·	-5	1.1	-0.1	15	86	0.46	13	97	·

Next section:
SMILES	APP 5'UTR act	FLuc inh counter	RAM inhibit	Hsp70 activator	STAT1 blocker	STAT1 act	NF-kB expr up	STAT3 inh	STAT3 activator	APP transl inh
CC1CCc2nn(CC(=O)Nc3ccc(F)cc3F)cc2C1 (stereo not drawn)	-11	-6	1.9	0.1	-9	108	1.1	14	92	11
Cc1ccc(OCC(=O)N/N=C\c2cn(Cc3ccccc3)c3ccccc23)cc1C	20	3	0.0	-0.2	-1	101	1.2	-16	112	-20
COc1cc(CNn2nnnc2N)ccc1OCC(=O)NC(C)(C)C	12	-6	0.3	-0.1	-2	102	1.1	-5	109	-12
CCOC(=O)C(C)Oc1ccc(C2NC(=O)NC(C)=C2C(=O)Nc2ccccc2C)cc1 (stereo not drawn)	-4	0	0.5	-0.3	-4	104	1.1	-3	104	4
CC(C)CCNC(=O)CNC(=O)c1cccs1	11	-6	0.7	-0.2	-3	103	1.4	-6	102	-11
Cc1cc(C)c2c(NC(N)=S)n[nH]c2n1	-7	-3	1.2	0.0	-6	106	0.97	4	104	7
Cc1ccc2c(CC(=O)O)coc2c1C	-7	-2	-1.5	0.0	5	96	1.1	16	92	7
CCOC(=O)/C(C#N)=C1\Nc2ccccc2N=C1N(CC(C)C)CC(C)C	-5	-1	8.9*	-0.4	-4	108	0.91	4	98	5
Clc1ccc(CNC23CN4CN(CN(C4)C2)C3)c(Cl)c1	-7	-6	2.1	-0.1	0	100	1.2	7	98	8
COc1ccc(NC2=C(Cl)C(=O)N(CCc3ccccc3)C2=O)c(OC)c1	26	-6	16*	-0.2	1	99	1.7	-1	99	-26
Cc1cc2n(c(=O)c1C#N)CCCN2c1cccc(Cl)c1	6	-3	2.7	-0.1	-2	102	1.3	10	94	-6
CCOC(=O)N/N=C1\CCc2ccccc21	63	4	1.4	0.3	-9	109	1.9	-11	108	-63
O=C1CC(c2ccc(O)cc2)Oc2cc(O)cc(O)c21 (stereo not drawn)	6	-3	0.7	0.1	-4	104	1.2	4	99	-6
O=C(CCCC(=O)N/N=C\c1ccccn1)N/N=C\c1ccccn1	-9	0	2.5	-0.3	-5	105	1.2	-4	102	9
O/N=C1/C2C3CC4C5C3C1C5C1(OCCO1)C42 (stereo not drawn)	8	-3	1.8	-0.2	-3	104	1.2	10	97	-8

Gathered by group: the entries above containing a cyano group
SMILES	APP 5'UTR act	FLuc inh counter	RAM inhibit	Hsp70 activator	STAT1 blocker	STAT1 act	NF-kB expr up	STAT3 inh	STAT3 activator	APP transl inh
CCOC(=O)/C(C#N)=C1\Nc2ccccc2N=C1N(CC(C)C)CC(C)C	-5	-1	8.9*	-0.4	-4	108	0.91	4	98	5
Cc1cc2n(c(=O)c1C#N)CCCN2c1cccc(Cl)c1	6	-3	2.7	-0.1	-2	102	1.3	10	94	-6

New compounds follow.
SMILES	APP 5'UTR act	FLuc inh counter	RAM inhibit	Hsp70 activator	STAT1 blocker	STAT1 act	NF-kB expr up	STAT3 inh	STAT3 activator	APP transl inh
CCNc1oc(-c2ccc(OC)cc2)nc1S(=O)(=O)c1ccc(Br)cc1	-49	-9	4.8	-0.1	4	96	1.3	18	87	49*
O=C(c1ccco1)c1cn(CC(=O)N2CCCCC2)c2ccccc12	-8	-2	0.9	0.2	0	100	0.93	2	102	8
COc1ccc(NC2CS(=O)(=O)CC2NCc2ccccc2)cc1 (stereo not drawn)	-1	-3	-0.8	0.1	4	96	0.97	-2	103	1
N#Cc1c(NC(=O)CSc2nc(-c3ccccc3)cc(C(F)(F)F)n2)sc2c1CCC2	5	-6	4.6	-0.4	5	96	0.99	-8	108	-5
Cc1ccc(-n2c(CNc3ccc(F)cc3)nnc2SCC(N)=O)cc1	4	0	0.1	-0.3	6	95	1.2	4	100	-4
O=C(COC(=O)c1c[nH]c(=O)[nH]c1=O)Nc1ccccc1	14	-6	2.4	0.1	-6	104	1.4	16	93	-14
Cc1ccc(-c2[nH]c(-c3ccccc3)nc2SCC(=O)NCC2CCCO2)cc1 (stereo not drawn)	-14	4	-0.4	-0.1	0	100	0.84	12	90	14
CCCCOc1ccc(C2CC(=O)N(C)C2=O)cc1 (stereo not drawn)	-6	2	1.0	-0.2	-7	106	1.3	-2	104	6
O=C(CSc1nnnn1-c1ccccc1)Nc1ncc(Cc2cc(Cl)ccc2Cl)s1	-8	-2	2.5	-0.3	9	93	0.99	22	88	8
C/C=C/C(=O)Nc1nnc(-c2ccccc2C)s1	-16	5	1.1	0.1	-14	111	1.5	24	83	16
Cc1ccc(Nc2nnc(SCC(=O)c3ccc(Br)s3)s2)c(C)c1	6	-3	5.1	-0.4	-1	101	1.1	-1	101	-6
CCOC(=O)c1sc(NC(=O)CSc2n[nH]c(-c3ccccc3)n2)c(C#N)c1C	7	0	2.1	-0.3	-2	101	0.65	6	100	-7
O=c1[nH]cnc2scc(C3COc4ccccc4O3)c12 (stereo not drawn)	5	2	1.8	-0.2	-1	100	1.5	14	92	-5
COc1ccccc1NC(=O)c1ccc(NC(=O)c2cc3c(s2)CCC3)cc1	3	-6	4.8	-0.3	11	90	0.92	4	94	-3
CCc1nc(NCc2ccco2)c2oc3ccccc3c2n1	7	-6	2.5	-0.2	-2	102	0.95	12	93	-7
Nc1nnnn1/N=C/C(Br)=C/c1ccccc1	-91	2	1.2	0.8	-9	108	1.3	11	99	91*
CCN(CC)CCCN1C(=O)c2oc3ccccc3c(=O)c2C1c1cccc(OC)c1OC (stereo not drawn)	-3	-9	1.7	-0.1	-4	104	1	2	101	3
Clc1ccc2c(c1)C=Nc1c(NCc3ccccc3)ncnc1O2	24	-5	1.9	0.0	3	97	1.1	10	95	-24
